Source: PubChem
AID2073: inhibitors of Mint1-CaV2.2 protein interaction, biochemical, HTRF (AID 2073); HTRF protein-protein interaction, Mint1-CaV2.2; higher % means a stronger effect; one-dose inhibition, % at 20 µM; IC50 in µM for titrated hits; 0.19% of 290,000 active; in the data active = inhibition mostly above about 51%, no sharp cut-off; note: some results filed as inactive read as strong as hits
GPR55 beta-arrestin: GPR55 agonists via beta-arrestin recruitment, primary screen, imaging, U2OS cells, beta-arrestin-GFP redistribution (AID 1961) | 0.048% of 290,000 active | U2OS GPR55 beta-arrestin-GFP redistribution imaging; higher % means a stronger effect | activation, % at 10 µM, or EC50 in µM where a hit was titrated;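 active = activation above 40% with more than 50 cells counted in the well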;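 note: U2OS osteosarcoma cells stably expressing GPR55 and beta-arrestin-GFP; plate controls were DMSO negative control for no effect and LPI positive control for full effect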
SIAH1 antagonists: blockers of Siah-1 interaction with plectin peptide – biochemical, fluorescence polarization, rhodamine-plectin, uHTS, primary screen (AID 1817) | one-dose displacement, % at 20 µM; IC50 in µM for titrated hits | Siah-1 / rhodamine-plectin peptide fluorescence polarization; higher % means a stronger effect | 0.02% of 290,000 active;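 active = displacement of at least 50% at 20 µM, with a fluorescence ratio check between 0.3 and a set limit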;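 note: plate controls were Siah plus tracer with DMSO for no effect and tracer alone without Siah for full effect; strong numbers were not always called active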
KOR beta-arrestin-1: KOR antagonists, beta-arrestin recruitment, cell-based, luminescence, uHTS (AID 1778) | 0.091% of 290,000 active | inhibition, % at 10 µM; hits with a dose series show IC50 in µM | KOR beta-arrestin recruitment, luminescence, antagonist mode; higher % means a stronger effect; in the data active = inhibition above about 50%; note: strong numbers were not always called active
HIV peptide binding: inhibitors of HIV fusion peptide binding, primary screen, biochemical, uHTS, fluorescence dequenching (AID 1986); inhibition, % at 20 µM; hits with a dose series show IC50 in µM; cell-free peptide binding, fluorescence dequenching, 30 min; higher % means a stronger effect; 0.3% of 290,000 active; in the data active = inhibition mostly above about 52%, no sharp cut-off; inactive = mostly below about 76%; note: some results filed as inactive read as strong as hits
KOR beta-arrestin-2: KOR agonists, beta-arrestin recruitment, primary screen, cell-based, luminescence, uHTS (AID 1777). KOR beta-arrestin recruitment, luminescence; higher % means a stronger effect. activation, % at 10 µM; hits with a dose series show EC50 in µM. 0.02% of 280,000 active; in the data active = activation above about 50%, passing the limit was not always enough; note: a part of the inactive calls stands beside numbers as strong as those of hits
GPR55 antagonists: inhibition of LPI-stimulated GPR55 beta-arrestin translocation – imaging, U2OS, beta-arrestin-GFP, LPI agonist, primary screen (AID 2013) | U2OS GPR55 beta-arrestin-GFP translocation imaging, LPI antagonism; higher % means a stronger effect | one-dose inhibition, % at 10 µM; IC50 in µM for titrated hits | 0.13% of 290,000 active;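 active = spots per cell inhibited over 60%, with over 100 cells counted and total cytoplasm intensity under 500,000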;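 note: U2OS cells stably carrying GPR55 and arrestin-GFP stimulated by 5 µM LPI near EC80; imaged beta-arrestin-GFP aggregate spots per cell after agonist stimulation; plate controls were LPI-stimulated DMSO wells for no effect and DMSO wells without LPI for full effect; some results filed as inactive read as strong as hits; confirmed hits need IC50 under 10 µM and bright autofluorescent wells are also inconclusive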
GPR35 arrestin U2OS: GPR35 antagonists blocking zaprinast-driven arrestin recruitment, primary screen, imaging, U2OS, beta-arrestin-GFP, zaprinast agonist (AID 2058) | U2OS GPR35 beta-arrestin-GFP translocation imaging, zaprinast antagonism; higher % means a stronger effect | inhibition, % at 10 µM, or IC50 in µM where a hit was titrated | 0.052% of 290,000 active;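 active = inhibition of at least 50% with at least 30 cells and total cytoplasm GFP at most 10,000,000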
NOD1 inhibition: NOD1 signaling inhibitors, primary screen, cell-based, luminescence, uHTS (AID 1578) | NOD1-driven NF-kB luciferase reporter cells, luminescence; higher % means a stronger effect | inhibition, % at 4 µM; hits with a dose series show EC50 in µM | 1% of 290,000 active; in the data active = inhibition mostly above about 36%, no sharp cut-off; inactive = mostly below about 34%;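 note: HEK-293T reporter cells stimulated with the NOD1 agonist gamma-tri-DAP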
An asterisk follows results filed as active; · = not tested or not shown; [ ] = dose if it differs, or a comment. A portion of the library; the hit share may differ from the screen's.

Value order – AID2073, GPR55 beta-arrestin, SIAH1 antagonists, KOR beta-arrestin-1, HIV peptide binding, KOR beta-arrestin-2, GPR55 antagonists, GPR35 arrestin U2OS, NOD1 inhibition
> CN1CCN(c2nc3c(c(=O)n(C)c(=O)n3C)n2Cc2ccccc2Cl)CC1
 : -4%, 0.2%, 0%, 14%, -0.3%, -6.2%, 7%, -1%, -18%
> COc1ccccc1N1CCN(C(=O)C(=O)c2cn(CC(=O)N3CCOCC3)c3ccccc23)CC1
 : 1%, -0.2%, 2%, -36%, 0.9%, -1.2%, 12%, -2%, -27%
> O=C(Nc1cccc2ccccc12)C(=O)C1C(=O)Nc2ccccc21 (configuration not stated)
 : -10%, -0.2%, -1%, 14%, 4.0%, 0.6%, 5%, 1%, -10%
> COc1ccc(Cc2nc(-c3ccccc3)no2)cc1
 : 5%, 0.1%, 4%, -20%, -1.4%, -0.8%, -8%, 1%, -38%
> O=C(CNC(=O)C1CCCCC1)NCCCO
 : -4%, -0.3%, -2%, -21%, 1.2%, -2.7%, -1%, 13%, 2%
> c1ccc(C2(c3ccccc3)OCC(Cn3cncn3)O2)cc1 (configuration not stated)
 : 20%, -0.1%, 1%, -11%, 4.2%, 13%, 4%, 0%, 35%
> C=CCN=C1CC(C)(C)C(C(=O)OC)C(O)=C1C(=O)CCC (configuration not stated)
 : 13%, -0.1%, 0%, 15%[20 µM], 1.5%, ·, -5%, 17%, -29%
> CCn1c(SCC(=O)NCc2ccco2)nnc1C1CCCC1
 : -3%, -0.2%, -3%, -6%, 0.0%, 4.3%, 6%, -3%, -30%
> CN(Cc1nc2c(s1)CCCC2)C(=O)CCc1nnc(-c2ccc3c(c2)OCO3)o1
 : -22%, 0.0%, 11%, 12%, -2.0%, 4.2%, -6%, -10%, -5%
> Clc1ccc(CN2CCN(c3ccccc3)CC2)cn1
 : 0%, -0.2%, -2%, 5%, 0.3%, -3.2%, 11%, 22%, -11%
> COC(=O)/C=C1\SC(=Nc2ccc(Cl)c(Cl)c2)NC1=O
 : 5%, -0.3%, 7%, -10%, -1.3%, -5.8%, 11%, -5%, 16%
> O=C1/C(=C/c2cccs2)CCC1C1CCCC1 (configuration not stated)
 : -10%, -0.3%, 23%, 2%, 2.3%, -0.3%, 0%, -6%, -36%
> CN(Cc1ccccc1)C(=O)CCCn1c(=O)[nH]c2cc(Cl)ccc2c1=O
 : -2%, -0.1%, 3%, -3%, 0.0%, -5.3%, 6%, -10%, -3%
> CCc1ccc(Cc2cnc(NC(=O)C3=NCCN3)s2)cc1
 : 6%, -0.5%, -2%, -8%, 2.9%, 0.7%, -3%, -5%, 23%
> COc1cc2c(cc1OC)C1=C(C#N)CCC(=NC(=O)c3ccc(Cl)cc3)N1CC2
 : 12%, 0.1%, -2%, -8%, -2.6%, -4.5%, 2%, -8%, 14%
> COc1cccc(NC(=O)c2ccccc2-c2nc(-c3ccc(F)cc3)no2)c1
 : -7%, -0.2%, 0%, -22%, -0.8%, 0.7%, -16%, -10%, -13%
> O=c1[nH]n(-c2ccc(Cl)cc2)c(=O)c(Cl)c1Cl
 : -6%, 0.4%, -2%, -26%, -0.7%, 2.0%, 4%, 11%, -36%
> CCCCCCCCC(=O)N/N=C/c1ccccn1
 : 38%, -0.2%, 0%, -36%, -4.0%, 1.4%, -17%, 1%, ·
> COc1ccc(OC)c(-c2cc(C(=O)Nc3sc4c(c3C#N)CCC(C)C4)c3ccccc3n2)c1 (configuration not stated)
 : 43%, 0.2%, -3%, -9%, 10%, 2.1%, 9%, 4%, 18%
> O=C(C1=C[C@H](c2ccc(C(F)(F)F)cc2)C[C@H](OCc2ccc(CO)cc2)O1)N1CCOCC1
 : 3%, 0.1%, 0%, -34%, 2.3%, 2.0%, 11%, -4%, 7%
> Cc1cc(NC(=O)c2ccccc2)n(-c2nc3ccccc3[nH]2)n1
 : 31%, -0.2%, 17%, 7%, 0.9%, -1.5%, 0%, 17%, -15%
> Cc1ccc(NC(=O)c2ccc(-n3cncn3)c([N+](=O)[O-])c2)cc1
 : 3%, -0.3%, -3%, -36%, 0.7%, -3.7%, -3%, -19%, -27%
> Cc1nn(CC(=O)Nc2c(C)n(C)n(-c3ccccc3)c2=O)c(C)c1[N+](=O)[O-]
 : 5%, -0.5%, 7%, -14%, -1.5%, -2.4%, 4%, 3%, -18%
> O=C(O)c1ccc(/C=N/n2c(C3CCCCC3)n[nH]c2=S)cc1
 : -22%, -0.1%, 4%, 27%, -1.2%, 19%, 9%, 2%, 0%
> CC(C)NC(=O)CN1C(=O)C(=O)c2ccccc21
 : 5%, 0.0%, -6%, 5%, -1.6%, -2.9%, 12%, 28%, 16%
> CN(C)S(=O)(=O)c1ccc(C(=O)OCCc2ccccc2)cc1
 : 8%, -0.2%, 1%, -25%, -1.3%, 4.1%, -3%, -1%, -22%
> COc1cccc(OC)c1CN(C)C(=O)c1cnccc1C(F)(F)F
 : 22%, -0.1%, 4%, 8%, 0.0%, 0.4%, 7%, -1%, 0%
> O=C(NNC(=O)c1ccc(Cn2cccn2)o1)NC12CC3CC(CC(C3)C1)C2
 : -2%, -0.2%, 4%, -25%, -1.2%, 1.4%, 60%, -9%, -28%
> N/C(Cc1ccc([N+](=O)[O-])cc1)=N\OC(=O)Cc1ccccc1
 : 0%, 0.4%, -3%, 10%, -1.7%, -0.4%, 10%, -16%, 5%
> O=c1cnnc(N/N=C/c2ccc3c(c2)OCO3)[nH]1
 : 6%, 0.2%, 10%, -19%, -0.6%, 11%, -8%, 10%, -6%
> CCOC(=O)/C(C#N)=C\c1ccc(N2CCN(C/C=C/c3ccccc3)CC2)cc1
 : 14%, -0.2%, -4%, -13%, 117%*, -3.8%, 3%, 3%, -16%
> Cc1cc(C[n+]2cc(Br)ccc2N)c2ncccc2c1
 : -13%, -0.1%, -4%, -31%, 0.4%, -1.3%, 12%, 1%, 2%
> Cc1cc(=O)oc2cc(OCC(=O)OCC(=O)N3CCC(C)CC3)ccc12
 : 2%, -0.5%, 10%, 2%, 0.0%, -5.4%, 5%, -8%, -12%
> O=C(CCSc1nnc2ccccn12)Nc1ccc(F)cc1
 : 4%, 0.2%, 4%, 19%, 1.4%, -1.5%, 6%, -2%, -4%
> O=C(NC1=NCCS1)c1cccc(NC(=O)c2ccco2)c1
 : -2%, -0.1%, 4%, 25%, 2.0%, -0.9%, 0%, 5%, -34%
> CC(C)NC(=O)Cn1c(=O)c2c(ncn2Cc2ccccc2)n(Cc2ccccc2)c1=O
 : -6%, 0.0%, 1%, 9%, 1.0%, -6.3%, -5%, -7%, -5%
> CCSc1nnc(NC(=O)Cc2ccc(OC)c(S(=O)(=O)N3CCOCC3)c2)s1
 : 23%, 0.2%, 0%, 6%, 1.4%, -0.8%, 6%, -4%, -4%
> Cc1cccc(N(C(=O)CCC(=O)Nc2cc(C)on2)C(C(=O)NC2CCCC2)c2ccncc2)c1 (configuration not stated)
 : 4%, -0.1%, 6%, 9%, 9.8%, -1.5%, 6%, -2%, -14%
> CC1(C)C2CCC1(C)C(OC(=O)CCn1ccnc1)C2 (configuration not stated)
 : -6%, 0.0%, 3%, 28%, 0.3%, -5.7%, 5%, 4%, -15%
> FC(F)(F)c1nc(Oc2ccccc2)c2ccccc2n1
 : 5%, -0.4%, -2%, 25%, -1.9%, -3.8%, -3%, -4%, -13%
> O=C(COc1ccccc1)OCc1cc2ccccc2[nH]c1=O
 : 2%, -0.2%, -3%, -4%, 1.3%, 19%, 0%, -7%, -12%
> Cc1ccc(/C=N/NC(=O)c2nnn(-c3nonc3N)c2CN(C)C)o1
 : 14%, -0.1%, 2%, -32%, -0.6%, 2.1%, -23%, 4%, -14%
> O=S(=O)(NCCc1csc(-c2ccccc2)n1)c1ccc2c(c1)OCCO2
 : -5%, -0.1%, 0%, 32%, -1.1%, 0.4%, -3%, 1%, -6%
> Cc1cc2[nH]c(=O)c(=O)[nH]c2cc1S(=O)(=O)Nc1cccc(C)c1C
 : 8%, -0.3%, -1%, -4%, -0.9%, 10%, -4%, -3%, -23%
> NC(N)=Nc1ccc(N=C(N)N)cc1
 : 19%, 0.2%, 10%, 19%, 0.6%, 4.8%, 8%, 2%, -14%
> CC1(C)N=C(/C=N/O)CN1O
 : -1%, 0.3%, -1%, -16%, 0.2%, -3.7%, 4%, 0%, -15%
> N#Cc1c(SCC(=O)Nc2cccc(F)c2)sc2c(O)cc(=O)[nH]c12
 : 32%, 0.2%, 7%, -5%, 24%, 0.9%, 13%, 2%, -54%
> O=C(NCc1ccccc1)NC12CC3CC(CC(C3)C1)C2
 : 13%, -0.1%, 0%, -7%, 0.9%, 1.9%, 6%, -6%, -6%
> CCOc1ccccc1N1CCN(C(=O)NC2CCCCC2)CC1
 : -4%, -0.1%, 0%, 8%, 0.1%, 1.3%, 8%, 12%, -16%
> CC(C)(C)C(=O)Nc1sc2c(c1C(=O)Nc1ccccn1)CCCC2
 : 26%, 0.5%, 4%, 1%[20 µM], -1.2%, ·, 9%, 9%, -12%
> Cn1nccc1/C=N\NC(=O)c1ccc(Cl)cc1
 : 12%, 0.4%, -4%, 18%, -1.1%, -7.4%, 4%, 18%, 10%
> O=C(Nc1ccc(F)cc1)c1nc[nH]c1C(=O)Nc1ccccc1[N+](=O)[O-]
 : -2%, 0.1%, 0%, -13%, -2.4%, 3.0%, -1%, 17%, -3%
> COc1ccc(C(=O)c2oc3ccc(OC)cc3c2NC(C)=O)cc1
 : 25%, 0.1%, 3%, -8%, -0.3%, 3.4%, 10%, -5%, -48%
> Cc1cccc(N(C(=O)Cn2nnc3ccccc32)C(C(=O)NCc2ccco2)c2ccncc2)c1 (configuration not stated)
 : 4%, -0.2%, -3%, -1%, -1.0%, -1.1%, -14%, -12%, -12%
> COc1ccc(N2CCN(C(=O)[C@@H](NC(=O)c3cc(OC)cc(OC)c3)C(C)C)CC2)cc1
 : -10%, 0.2%, 2%, -31%, -0.9%, 2.7%, -25%, 0%, -4%
> CCCc1ccc(C(C)NC(=O)c2cnccn2)cc1 (configuration not stated)
 : -8%, 0.2%, -1%, 27%, 1.3%, -1.3%, 7%, -8%, -12%
> CCOc1ccc2nc(N(CCN(CC)CC)C(=O)/C=C/c3cccs3)sc2c1
 : 1%, 2.3%, 1%, -17%, 0.9%, 3.3%, 17%, -2%, -14%
> COc1ccc(-n2c(SC3CCOC3=O)nc3ccccc3c2=O)cc1OC (configuration not stated)
 : -12%, -0.1%, -3%, -2%, 1.3%, -4.6%, 1%, 12%, 3%
> COc1cccc(C(=O)CN2CCN(S(=O)(=O)c3ccc(Br)cc3)CC2)c1
 : -5%, 0.0%, 2%, 13%, 1.7%, 0.4%, 14%, 3%, -18%
> Oc1cccc(NC(=S)Nc2cccnc2)c1
 : -8%, -0.2%, -13%, -20%, 16%, -0.9%, 8%, -9%, -2%
> CCn1c(=S)sc2c(=O)[nH]c(SCC(=O)Nc3cc(OC)ccc3OC)nc21
 : -2%, 0.2%, 1%, 9%, 36%, 1.8%, 10%, -12%, -28%
